mlh1 rad18: NCI yeast anticancer drug screen, S. cerevisiae mlh1 rad18 strain. % growth inhibition at 50 µM. 11% of 79,000 active. AID 175;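 also: 0% = growth of vehicle-only cultures of the same strain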
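Read-out is yeast growth inhibition, calculated against vehicle-only controls. The compound was applied to a strain engineered with DNA damage repair alterations.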
yeast mec2-1: NCI yeast anticancer drug screen, S. cerevisiae mec2-1 strain; % growth inhibition at 50 µM; 9% of 79,000 active;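 also: 0% = growth of vehicle-only cultures of the same strain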
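Vehicle-treated cultures served as reference for growth inhibition of compound-exposed mec2-1 yeast.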
rad50: NCI yeast anticancer drug screen, S. cerevisiae rad50 strain. growth inhibition, % at 50 µM. 10% of 79,000 active;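 also: 0% = growth of vehicle-only cultures of the same strain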
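Vehicle-treated cultures provide the reference for the growth inhibition reported for compound-exposed, repair-deficient yeast.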
cln2 rad14: NCI yeast anticancer drug screen, S. cerevisiae cln2 rad14 strain; growth inhibition, % at 50 µM; 8.3% of 78,000 active; AID 165;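 also: 0% = growth of vehicle-only cultures of the same strain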
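Readout is yeast growth inhibition versus vehicle-treated controls, using a strain with cln2 and rad14 alterations exposed to compound.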
bub3: NCI yeast anticancer drug screen, S. cerevisiae bub3 mutant strain; AID 167; growth inhibition, % at 50 µM; 9.9% of 78,000 active;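 also: 0% = growth of vehicle-only cultures of the same strain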
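Whole-cell yeast assay. The mutant strain was incubated with compounds, and growth inhibition was determined by comparison with vehicle-treated cells.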
sgs1 mgt1: NCI yeast anticancer drug screen, S. cerevisiae sgs1 mgt1 strain. % growth inhibition at 50 µM. 10% of 78,000 active;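 also: 0% = growth of vehicle-only cultures of the same strain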
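Read-out: growth inhibition vs vehicle controls. Cells: mutant yeast strain deficient in DNA damage repair.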
* = called active by the depositor; & = joins results of further samples; ! = repeats disagree. Rule as the data show it: active = growth inhibition above about 70%; inactive = the rest. Not all compounds are listed (hit frequency here may not be typical).

SMILES | mlh1 rad18 | yeast mec2-1 | rad50 | cln2 rad14 | bub3 | sgs1 mgt1
O=[N+]([O-])O.[Ce] | 4 | 3 | 13 | 6 | 25 | 18
Cc1ccc2nc(NC(=O)C(=O)C3C(=O)NC(=S)NC3=O)sc2c1 | -40 | -19 | -3 | 2 | -9 | 3
Oc1ccc(Nc2ncnc3nc[nH]c23)cc1CN(CCCl)CCCl | 4 | -6 | -6 | -45 | -16 | 4
c1ccc(CCN2CCCCC2)nc1 | -1 | -2 | 3 | -1 | 13 | 0
S=P(Nc1ccccc1Cl)(Nc1ccccc1Cl)c1ccccc1 | 21 | 26 | 30 | 38 | 39 | 40
[I][Ni][I].c1ccc([PH+](c2ccccc2)c2ccccc2)cc1.c1ccc([PH+](c2ccccc2)c2ccccc2)cc1 | 49 | 38 | 21 | 18 | 6 | 64
CNC(=O)O/N=C(/SC)C(C)C | 24 | 3 | -4 | 14 | -14 | 15
CCNC(=S)S | -4 | -8 | -7 | -1 | -2 | -13
CCN(CCCl)c1cc(C(=O)NCCCN(C)CCCNC(=O)c2cc(N(CC)CCCl)c([N+](=O)[O-])cc2[N+](=O)[O-])c([N+](=O)[O-])cc1[N+](=O)[O-] | -9 | -3 | -5 | -4 | -2 | -17
NN=C(NN)NN | 15&26 | 2&0 | 13&6 | 4&7 | 22&36 | 9&22
C[C@H]1C/C=C/[C@H]2[C@@H]3O[C@]3(C)[C@@H](C)[C@H]3[C@H](Cc4ccccc4)NC(=O)[C@]32OC(=O)O/C=C/[C@@](C)(O)C1=O | 82* | 91* | 73* | 67 | 83* | 33
Cc1cc[n+](C2C(=O)c3ccccc3C(=O)C2Nc2cc(Cl)ccc2Cl)cc1 (stereo not drawn) | 94* | 99* | 97* | 66 | 99* | 79*
N/C(=N/N=C/c1cccnc1)NO | -4 | -9 | -4 | 10 | -19 | -26
CN(CC(O)C(O)CN(C)N=O)N=O (stereo not drawn) | -9 | 5 | 12 | -12 | -1 | 1
NCC[Se][Se]CCN | 3 | -12 | -15 | -28 | -7 | -8
ClC(CN1CCCCC1)C(Cl)CN1CCCCC1 (stereo not drawn) | -9 | -3 | 7 | 32 | 3 | 22
CN1CCC(Cl)CC1 | 17 | -7 | 0 | 1 | -5 | -2
NC(=O)Oc1cc(OC(N)=O)cc(N(CCCl)CCCl)c1 | 40 | 34 | 33 | 12 | 40 | 37
CCCCN(CCCC)C(c1ccccc1)C(O)c1ccccc1 (stereo not drawn) | 7 | -12 | -5 | 0 | 12 | -2
CCCCC(Cl)(CCCC)C(C)Sc1ccc([N+](=O)[O-])cc1 (stereo not drawn) | 4 | 6 | 16 | -7 | 1 | 9
COC1C(=[N+]=[N-])C(=O)NC(=O)N1C (stereo not drawn) | 20 | -3 | 21 | -8 | 20 | 35
Fc1ccc(C2=CCNCC2)cc1 | 9 | 4 | 32 | 18 | 24 | 3
Cc1ccc2[nH]cc(CN(C)C)c2c1 | -13 | -17 | -3 | 6 | 7 | -43
CC(C)C(=O)[O-].CC(C)C(=O)[O-].N.N.N.N.[Co+3].[O-][Cl+3]([O-])([O-])[O-] | -8&-11 | 17&4 | -29&-17 | 23&10 | -13&-7 | -56&-54
CN(CCOC(=O)c1ccc(Br)cc1)[N+](=O)[O-] | 23 | 3 | 9 | 6 | 39 | -6

A draw from above in order of length of the SMILES, rising.
SMILES | mlh1 rad18 | yeast mec2-1 | rad50 | cln2 rad14 | bub3 | sgs1 mgt1
CNC(=O)O/N=C(/SC)C(C)C | 24 | 3 | -4 | 14 | -14 | 15
Cc1ccc2[nH]cc(CN(C)C)c2c1 | -13 | -17 | -3 | 6 | 7 | -43
CN(CCOC(=O)c1ccc(Br)cc1)[N+](=O)[O-] | 23 | 3 | 9 | 6 | 39 | -6

The list continues.
SMILES | mlh1 rad18 | yeast mec2-1 | rad50 | cln2 rad14 | bub3 | sgs1 mgt1
CCOCCOC(=O)Cc1ccccc1 | 96* | 98* | 64 | 56 | 94* | 47
CSCCC(NP(=S)(c1ccccc1)c1ccccc1)C(=O)O (stereo not drawn) | 10 | -3 | 17 | 17 | -2 | 0
Cc1ccc(S)cc1.[Pb] | 84* | 43 | 20 | -2 | 96* | 44
CCCCC(=O)O.[Ni] | -14 | -3 | -11 | -32 | -31 | -10
Cc1ccc(S)cc1 | 1 | -9 | -4 | -46 | -17 | -13
CCOP(=O)(O)OCC | -50 | -20 | -17 | 0 | 1 | -20
Nc1ccccc1O.O.O=C(O)C1[O][Sb][O]C1C(=O)O (stereo not drawn) | 59 | 54 | 56 | 33 | 82* | 27
CC(=O)Nc1cc([As](C)(=O)O)ccc1O | -2 | 2 | -10 | -42 | -10 | 2
CO[C@H]1C[C@H](O[C@H]2CC[C@]3(C=O)[C@H]4CC[C@]5(C)[C@@H](C6=CC(=O)OC6)CC[C@]5(O)[C@@H]4CC[C@]3(O)C2)O[C@H](C)[C@H]1O[C@@H]1O[C@H](CO)[C@@H](O)[C@H](O)[C@H]1O | 32 | -11 | 18 | 12 | 7 | 6
CC[C@H]1CN2CCc3cc(OC)c(OC)cc3[C@@H]2C[C@@H]1C[C@H]1NCCc2cc(O)c(OC)cc21 | 20 | -14 | -1 | 12 | -14 | -6
Nc1nc(N)n2c(N)nnc2n1 | 14 | -19 | -3 | 2 | 5 | 0
CN(C)Cc1c[nH]c2c([N+](=O)[O-])cccc12 | 10 | 34 | 14 | 11 | 8 | -19
CCCCC1(C(C)C)C(=O)NC(=O)N(C)C1=O (stereo not drawn) | 5 | 9 | -6 | -13 | 6 | 5
OC[CH2][Hg][I] | 100* | 100* | 100* | 100* | 100* | 100*
CC1C2Cc3ccc(O)cc3C1(C)CCN2CCC(=O)c1ccccc1 (stereo not drawn) | 10 | 1 | -9 | 18 | 6 | -7
CC1(C)CN=C(Nc2ccc(Cl)cc2)S1 | -31 | 1 | 14 | 14 | -11 | -12
O=c1[nH]c(=O)c2[nH]c(N=Nc3ccc(N(CCCl)CCCl)cc3)nc2[nH]1 | 18 | 6 | 21 | 38 | 11 | 35
CCOC(=O)C1S/C(=N\C(=N)N[N+](=O)[O-])N=C1C (stereo not drawn) | 9 | -13 | 5 | 4 | 1 | 1
Cc1cc(N(CCCl)CCCl)ccc1C=NC1CCCC1 | 6 | -2 | -13 | -12 | 43 | 4
CCCCCCCCCCCCCCCCCC(=O)[O][Pb]([CH3])([CH3])[CH3] | 13 | 0 | 1 | 22 | 3 | 19
c1ccc2c(c1)-c1ccccc1C1NC21 (stereo not drawn) | 51&-50 | 47&2 | 69&21 | 56&11 | 99*! | 48&22
N.N.N.N.N.[Co+3].[I-].[N-]=[N+]=[N-] | -9 | 33 | 0 | 20 | -6 | -25
C/C=C/C1(CCCC)C(=O)NC(=O)NC1=O | -21 | 3 | 10 | 9 | -3 | 4
O=P1(c2ccccc2)CCCCN1 (stereo not drawn) | 2 | -16 | 12 | -21 | 4 | -5
CC1(C)OCC(C2NC2C2COC(C)(C)O2)O1 (stereo not drawn) | 6 | -7 | -5 | -40 | -11 | -11

Profiles, looked up by structure. Order of values: mlh1 rad18, yeast mec2-1, rad50, cln2 rad14, bub3, sgs1 mgt1
Shown for `CCCCC(=O)O.[Ni]` → -14, -3, -11, -32, -31, -10
Shown for `Nc1nc(N)n2c(N)nnc2n1` → 14, -19, -3, 2, 5, 0

The results go on.
SMILES | mlh1 rad18 | yeast mec2-1 | rad50 | cln2 rad14 | bub3 | sgs1 mgt1
c1ccc2c(c1)c1cccc3c4c5ccccc5c5cccc(c2c13)c54 | 15 | 16 | 2 | 78* | -1 | 11
CN(C)C(=O)Oc1ccc([N+](=O)[O-])cc1OC(=O)N(C)C | -4 | -5 | 2 | -9 | 10 | 1
NC(CCCCCP(=O)(O)O)C(=O)O (stereo not drawn) | -37 | -30 | -39 | -12 | -17 | -63
Cc1ccc(C(=O)Nc2ccc(CP(=O)(O)O)cc2)cc1NC(=O)Nc1cc(C(=O)Nc2ccc(CP(=O)(O)O)cc2)ccc1C | 7 | -11 | 4 | 12 | -29 | -30
CC(C)(C)NC(=O)C(Cl)Cl | 3 | -6 | -1 | -10 | 5 | -6
OC1(c2ccccc2)C2CCN(CC2)C1CN1CCOCC1 (stereo not drawn) | 8 | -31 | -24 | 4 | 13 | -21
ClC1=C(Cl)C2(Cl)C3CC4OC4C=CC3C1(Cl)C2(Cl)Cl (stereo not drawn) | 95*! | 97*! | 96*! | 95*! | 97*! | 74*
O=C1NC(=O)C2(O)NC(=O)NC2(O)N1 (stereo not drawn) | 18 | -10 | -27 | -11 | -22 | 3
CN(C)P(=O)(N(C)C)N1CCCCC1 | -4 | -10 | -6 | -22 | -24 | 0
NCc1cccnc1 | 14 | -19 | 10 | 12 | 20 | 24
CCOC(=O)C12C(=O)Oc3ccccc3C1C2C(=O)c1ccccc1 (stereo not drawn) | 19 | -1 | 2 | -22 | 3 | 18
Cc1cc(-c2ccccc2)cc2[n+]1CC=C2 | 28 | 3 | 21 | 28 | -3 | 13
CCOP(=O)(N=Nc1cccnc1)OCC | 39 | 6 | 14 | 60 | 20 | 5
CCC(C)[C@@H]1NC(=O)[C@@H]2CCCN2C(=O)C(CC(O)CCl)OC(=O)CCNC(=O)[C@H](C)N(C)C(=O)[C@H](C(C)C)N(C)C1=O (stereo partly drawn) | 7 | -20 | 3 | -6 | -4 | 0
CC(C)=C=CP(=O)(O)c1ccccc1 | 4 | -24 | -25 | 32 | -14 | -16
CCC1(N)C(=O)OCc2c1cc1n(c2=O)Cc2cc3ccccc3nc2-1 (stereo not drawn) | -12 | -18 | 5 | -8 | -17 | -40
Nc1c([N+](=O)[O-])cncc1[N+](=O)[O-] | -7 | -4 | -31 | -41 | -42 | -14
C[CH2][Sn]([CH2]C)([O]C(=O)c1ccc(F)cc1)[O]C(=O)c1ccc(F)cc1 | 18 | 18 | 30 | 15 | 15 | 38
O=[N+]([O-])c1cccc(CCl)c1 | -11 | -5 | -29 | -36 | -16 | -21
NC(=NCCc1ccccc1)N[N+](=O)[O-] | -11 | -13 | -5 | -17 | -23 | -2
CCC(=O)c1ccc(OC)c(OC)c1 | 2 | -1 | 7 | -3 | 16 | 0
Cc1nn[n-]n1.N.N.N.N.N.[Cl-].[Co+3] | 13 | 6 | 4 | 28 | 10 | 22
O=C(O)CC1OCC=C2CN3CCC45c6ccccc6NC4C1C2CC35 (stereo not drawn) | 19&-15 | -14&-16 | 9&-31 | 20 | -58 | -32
Cc1cccc(C)c1NC(=O)C(=O)C1C(=O)NC(=O)NC1=O | -32 | -3 | -46 | 16 | -17 | -6
CN1C2CCC1CC(C)(O)C2 (stereo not drawn) | 29 | 0 | -2 | 21 | 4 | 10
SMILES | mlh1 rad18 | yeast mec2-1 | rad50 | cln2 rad14 | bub3 | sgs1 mgt1
CC1=CC2c3cccc4[nH]cc(c34)CC2N(C)C1 (stereo not drawn) | 15 | -28 | 18 | 11 | 10 | 25
COP(=O)(O)C(N)Cc1c[nH]c2ccccc12 (stereo not drawn) | -32 | -51 | -67 | 3 | -15 | -61
Cc1cc(C)c2ccc(N3CCNCC3)nc2n1 | 23 | -12 | 6 | -7 | 9 | 16
COc1cc(C2c3cc4c(cc3[C@@H](OC)[C@H]3COC(=O)C23)OCO4)cc(OC)c1O (stereo partly drawn) | 89* | 90* | 90* | 85* | 89* | 86*
C/C(=N\N=C(\[Se])N1CCN(c2ccccn2)CC1)c1ccccn1 | 78* | 70 | 70* | 9 | 93* | 82*
COC(=O)CP(=O)(OCC(F)(F)F)OCC(F)(F)F | -33 | -21 | -30 | -3 | -15 | -11
CCCCCCNC(=O)CI | 50 | 75* | 43 | -17 | 59 | 17
O=C(NNC(=O)OCC(Cl)(Cl)Cl)OCC(Cl)(Cl)Cl | 0 | 21 | 21 | -13 | 7 | 90*
O=C(O)/C=C/C(=O)O.[Ni] | 0 | -22 | -14 | -46 | 0 | -28
C#CC1(O)CCCCC1 | -12 | -5 | -18 | -34 | -5 | -35
OC1NC2Nc3ccccc3NC2NC1O (stereo not drawn) | 33 | -5 | -15 | 8 | -23 | -11
CCC(=O)c1ccc(C)cc1 | -3 | 1 | -12 | -17 | 4 | -10
CC(C)c1ccc(C(C)C)c(C(=O)CN2CCOCC2)c1 | 35 | 35 | 41 | -3 | 98* | 43
FCC1CO1 (stereo not drawn) | 12 | -12 | 8 | 7 | -1 | 2
C1CCC(NC2CCCC2)CC1 | 13 | 47 | 18 | 59 | 12 | 33
ClC1=NSSC1(Cl)Cl | 92* | 93* | 90* | 88* | 90* | 91*
N#CCC(N)=O | 14 | 5 | -1 | 0 | -1 | 8

Shown with tabs: two of the compounds above
compound	mlh1 rad18	yeast mec2-1	rad50	cln2 rad14	bub3	sgs1 mgt1
C#CC1(O)CCCCC1	-12	-5	-18	-34	-5	-35
OC1NC2Nc3ccccc3NC2NC1O (stereo not drawn)	33	-5	-15	8	-23	-11
